phage Ecoli inh: E. coli growth loss with phage present; inhibition, % at 11.9 µM; actives 0.26% (n = 360,000); growth absorbance; in the data active = inhibition above about 11%
PfHsp90 set2: reduces growth (ATP signal) of yeast expressing P. falciparum Hsp90; S. cerevisiae expressing PfHsp90, BacTiter-Glo ATP, 48 h; yeast lacking PDR1 and PDR3 efflux regulators; inhibition, % at 9.4 µM; actives 0.32% (n = 310,000); AID 504621;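 active = every replicate shows inhibition above about 80%, whatever the replicate mean, limit read from the data; inconclusive = mean inhibition reaches the set limit but some replicate falls short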;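 also: 0% = DMSO neutral controls and 100% = 20 µM radicicol positive controls; yeast relying on Plasmodium falciparum Hsp90 in place of its own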
MOR-DOR ag: agonists of human mu-delta opioid receptor heterodimerization | cells, OPRM1-OPRD1 heterodimerization, luminescence | activation, % at 9.3 µM | actives 0.3% (n = 340,000) | AID 504326 | P35372+P41143; in the data active = activation above about 18%;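 also: 0% = vehicle-treated cells and 100% = reference agonist; values of inactives mirror those of a sister screen read the other way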
Mot1-301 SUMO: SUMOylation pathway inhibition by Mot1-301 growth rescue | S. cerevisiae Mot1-301 growth rescue, ATP luminescence, 38.5C; percent above DMSO median, 100 means doubled | growth rescue, % at 18.8 µM | actives 1% (n = 320,000) | AID 2716;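 active = every valid replicate shows activation above 250% relative to neutral control wells; inactive = the rest, any valid replicate at or below 250%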;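 also: OY570 slx delta 5 strain wells were the positive control but not used for scaling; some compounds called inactive have numbers as strong as hits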
MOR-DOR inv ag: inverse agonist of human OPRM1-OPRD1 heterodimerization; cell-based MOR-DOR heterodimer luminescence, inverse agonism; inhibition, % at 9.3 µM; actives 0.21% (n = 340,000); in the data active = inhibition above about 22%, passing the limit was not always enough;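 also: 0% = cells with DMSO and 100% = wells without cells with DMSO; values of inactives mirror those of a sister screen read the other way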
Tat transport: inhibitors of E. coli Tat protein transport; inhibition, % at 10 µM; actives 0.036% (n = 340,000); E. coli MC4100 TorA-mCherry Tat export, fluorescence;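 active = mean replicate inhibition at least 50% and at least half of replicates individually reaching 50%; inconclusive = only one of the two criteria met; inactive = neither criterion met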;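 also: exported cargo escapes ClpAP degradation while cytoplasmic cargo is degraded and loses fluorescence; 0% = median of neutral control wells and 100% = median of NaSCN control wells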
AddAB inh: less growth of phage-infected E. coli with AddAB; actives 0.29% (n = 330,000); inhibition, % at 11.9 µM; AID 435030; E. coli expressing H. pylori AddAB, absorbance growth; in the data active = inhibition above about 12%;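 also: 0% = vehicle wells of infected cells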
Pemphigus Ab inh: blocks pemphigus antibody binding to human desmoglein-3. P32926. DSG3-coupled beads, scFv-anti-DSG3-GFP binding, flow cytometry; active compounds read low. actives 0.48% (n = 310,000). binding (percent of control), % at 10 µM. AID 588358;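 active = binding more than 3 SD below its plate's average and above zero; inconclusive = below that plate limit but binding exactly zero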;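 also: hits lower antibody fragment binding to DSG3; some compounds called inactive have numbers as strong as hits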
Target sequence (P32926 whole entry, looked up, the tested form may be a part): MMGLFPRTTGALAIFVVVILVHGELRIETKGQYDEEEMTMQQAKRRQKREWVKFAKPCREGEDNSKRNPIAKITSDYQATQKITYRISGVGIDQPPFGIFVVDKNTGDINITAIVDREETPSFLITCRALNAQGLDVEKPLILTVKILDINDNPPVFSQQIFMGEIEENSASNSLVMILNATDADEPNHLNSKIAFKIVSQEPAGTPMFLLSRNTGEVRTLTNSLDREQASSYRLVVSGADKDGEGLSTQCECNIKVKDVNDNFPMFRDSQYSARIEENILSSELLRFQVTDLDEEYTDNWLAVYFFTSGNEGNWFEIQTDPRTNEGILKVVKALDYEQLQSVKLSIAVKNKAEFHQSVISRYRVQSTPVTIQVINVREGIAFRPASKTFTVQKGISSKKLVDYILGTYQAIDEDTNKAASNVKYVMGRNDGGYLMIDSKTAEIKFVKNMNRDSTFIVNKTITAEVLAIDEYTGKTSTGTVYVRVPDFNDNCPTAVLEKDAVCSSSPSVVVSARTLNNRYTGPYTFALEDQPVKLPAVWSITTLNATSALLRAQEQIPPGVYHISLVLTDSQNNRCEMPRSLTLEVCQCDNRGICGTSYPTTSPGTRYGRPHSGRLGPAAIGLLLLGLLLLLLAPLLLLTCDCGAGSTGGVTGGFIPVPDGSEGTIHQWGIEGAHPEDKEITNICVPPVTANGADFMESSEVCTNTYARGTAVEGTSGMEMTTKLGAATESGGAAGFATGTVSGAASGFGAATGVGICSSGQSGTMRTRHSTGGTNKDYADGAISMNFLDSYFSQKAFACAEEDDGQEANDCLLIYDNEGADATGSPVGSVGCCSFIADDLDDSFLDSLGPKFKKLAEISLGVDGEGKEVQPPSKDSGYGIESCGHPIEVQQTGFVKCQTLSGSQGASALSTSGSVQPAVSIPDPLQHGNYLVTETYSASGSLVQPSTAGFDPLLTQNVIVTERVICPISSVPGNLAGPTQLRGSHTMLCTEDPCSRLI
Arrestin-AP2 inh: human beta-arrestin and AP2 interaction inhibition; FITC-arrestin peptide / GST-AP2 beads, flow cytometry; AP2 beta2 appendage carries R879A mutation; inhibition, % at 10 µM; actives 0.31% (n = 340,000); AID 504490;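 active = inhibition above a set limit, near 3 SD of compounds lacking own fluorescence, cut at about 54% in these data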;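 also: plate controls were DMSO wells for no effect and 5 µM unlabelled arrestin peptide for full effect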
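Measured by: flow cytometry, FL1 (488/535 nm); Material: AP2 appendage R879A on GSH beads; Evaluation: percent response; Timing: pre-incubation 12 min, peptide binding 1 h, room temperature; Also added: 50 nM FITC-arrestin peptide; Medium: PBS with 0.05% Tween 20 and 0.1% BSA.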
E coli growth: counter-screen for AddAB inhibitors: E. coli growth inhibition; E. coli V3065 growth, OD600 absorbance, 18 h; inhibition, % at 11.9 µM; actives 0.27% (n = 330,000);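 active = inhibition above the campaign's mean inhibition across all tested compounds plus 3 SD, cut at about 9.9% in these data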;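 also: uninfected addAB+ strain grown without phage in ampicillin broth; 0% = DMSO wells and 100% = ciprofloxacin 0.95 µg/ml wells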
PKA-R1A activ: PKA-R1A complex activation; P00514+P68181; PKA-R1A dissociation, Cy5-IP20 fluorescence polarization; scaled: DMSO 0%, 113 µM cGMP 100%; activation, % at 11.4 µM; actives 0.083% (n = 340,000);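 active = percent activation above the mean of all tested compounds plus 3 SD, cut at about 19% in these data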;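 also: higher means more PKAc released from R1A so a rise in polarization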
An asterisk follows results filed as active; i = inactive; u = inconclusive; x = no result given; & = joins results of further samples. Not a hit list; overall some 2.8% were active at least once.

Every second line gives: phage Ecoli inh	PfHsp90 set2	MOR-DOR ag	Mot1-301 SUMO	MOR-DOR inv ag	Tat transport	AddAB inh	Pemphigus Ab inh	Arrestin-AP2 inh	E coli growth	PKA-R1A activ
> C=CCC(NCc1ccccc1)c1ccc(C)o1 (stereo unspecified)
  6.0	-14	0.5	365	-3	-3	3.7	93	1	-0.8	-5
> Cc1c(C(=O)NC(=S)Nc2ccc3c4c(cccc24)CC3)cccc1[N+](=O)[O-]
  1.1	-13	-2.5	35	10	-6	4.8	x	0	2.6	9
> O=C(Nc1cccc(C(=O)Nc2cccc(C(F)(F)F)c2)c1)c1ccc(=O)[nH]c1
  3.0	5	-1.7	-16	10	-1	-2.4	103	-3	-1.0	0
> O=C(N/N=C/c1ccc(O)c([N+](=O)[O-])c1)C(O)(c1ccccc1)c1ccccc1
  -1.9	-28	-2.8	-17	14	12	1.9	105	10	-3.2	-10
> O=C1CCC(=O)N1c1ccc(CSc2nnnn2C2CCCCC2)cc1
  1.7	-10	-1.6	-15	9	1	1.1	102	-3	1.7	1
> C[C@H](NC(=O)c1ccc(Cl)c(S(=O)(=O)N2CCOCC2)c1)c1nc2ccccc2[nH]1
  3.9	9	1.6	11	-6	7	0.8	x	-2	0.7	-3
> O=C(NCc1ccco1)C1OCCc2ccccc21 (stereo unspecified)
  1.9	-14	-3.1	-8	13	-3	0.2	104	12	2.1	-2
> CCCOc1c(Br)cc(C(=O)OCc2cc(=O)n3ccsc3n2)cc1OC
  1.2	11	-3.1	x	12	1	x	99	-17	x	-9
> CCOC(=O)C1=C(COC(=O)COc2cccc(C)c2C)NC(=O)NC1C (stereo unspecified)
  2.1	-6	1.6	-5	-7	-9	1.0	91	-11	1.2	-3
> CCOc1ccc(NC(=O)CCc2nnc3ccc(N4CCC5(CC4)OCCO5)nn23)cc1
  -1.8	-13	-2.8	-6	15	u	3.7	x	14	-2.4	-6
> CCc1ccc(CN(C)C(=O)CCc2nnc(COc3ccccc3)o2)cc1
  2.9	9	-2.4	-5	12	10	2.4	101	7	-3.4	-2
> Cc1ccc(C)n1-n1c(C)nc2scc(-c3cccs3)c2c1=O
  3.3	12	6.4	-7	-35	-6	-1.0	105	3	0.6	-7
> Cc1cccc(CSCc2ccc(C(=O)O)o2)c1
  1.9	2	-2.4	-5	11	4	1.9	106	15	-1.7	-2
> CCCN(CCC)CC(O)CN1C(=O)N(CN2C(=O)N(CC(O)CN(CCC)CCC)C(=O)C2(C)C)C(C)(C)C1=O (stereo unspecified)
  3.7	-10	-1.2	270	7	-3	3.6	98	13	-0.8	8
> Cc1cccc(NC(=O)N2CCC(NC(=O)C3CCCCC3)CC2)c1
  -0.9	-1	-1.7	-7	9	-2	0.3	108	24	0.7	-4
> Cc1ccc(NC(=O)c2ccc(Nc3ccccc3F)nc2)cc1
  4.9	3	2.2	3	-11	-5	1.0	98	6	0.3	-4
> CCCCc1ccc(NS(=O)(=O)c2cccc(C(=O)N3CCCN(C)CC3)c2)cc1
  1.2	x	-2.8	-9	11	2	-0.9	x	20	0.7	-13
> Cc1ccc2cc3cc(C(=O)N4CC(C)CC(C)C4)oc3nc2c1 (stereo unspecified)
  2.7	31	3.1	4	-19	5	-2.1	98	4	-3.8	7
> Cn1c(N)c(C(=O)CSc2nc3ccccc3[nH]2)c(=O)n(C)c1=O
  -2.5	-38	-2.8	16	15	-1	1.2	103	-4	-1.3	-9
> CN(C)S(=O)(=O)c1cccc(NC(=S)Nc2cc(Cl)cc(Cl)c2)c1
  5.2	25	-1.5	-12	7	-1	0.8	104	-3	-0.8	12
> COc1ccc(/C=N/NS(=O)(=O)c2ccccc2)cc1OC(=O)c1ccc(C)cc1
  2.8	x	0.9	4	-5	-2	2.5	107	3	-4.6	5
> CC(=O)Nc1ccc(NC(=O)C(C)OC(=O)C2(c3ccc(Cl)cc3)CCCC2)cc1 (stereo unspecified)
  -1.4	13	2.4	-15	-14	13	0.9	97	0	-2.2	-8
> Cc1cc(=O)cc(C)n1-c1ccc(Cl)cc1
  4.0	x	0.5	7	-3	0	-1.9	126	9	0.3	-2
> COc1ccc2[nH]cc(C(=O)CN3CCCCC3)c2c1
  2.8	-3	-3.4	84	19	-1	2.1	104	13	2.4	1
> O=[N+]([O-])c1cccc(/C=N/Nc2nc(NCc3ccccc3)nc(N3CCOCC3)n2)c1O
  2.2	16	-3.2	x	15	-8	-3.6	103	6	-3.0	1
> CCOC(=O)CCN(Cc1cccs1)S(=O)(=O)c1ccc(Cl)cc1
  x	-10	-1.0	10	5	5	0.6	94	4	-0.1	0
> CCc1cccc(NC(=O)Cc2ccc([N+](=O)[O-])cc2)c1
  -0.4	4	-1.5	61	8	4	0.2	92	26	-0.8	-3
> CCn1c(SCC(=O)N/N=C/C=C/c2ccco2)nnc1-c1ccc(OC)cc1
  4.0	-5	0.2	i	-1	-10	2.3	124	10	-1.0	-4
> CC[C@]12c3[nH]c4ccccc4c3CCN1C(=O)C(CC(=O)NCc1ccc(OC)c(OC)c1)C[C@@H]2C(=O)N1CCN(C(=O)C2CC2)CC1 (stereo partly specified)
  2.3	-3	-1.0	-10	5	18	2.9	111	12	-0.4	-11
> COc1ccccc1NC(=O)CCN1C(=O)c2ccccc2S1(=O)=O
  0.9	-4	-2.1	-1	11	-10	3.5	98	-16	5.0	2
> O=C(NC(Cc1c[nH]c2ccccc12)C(=O)O)c1ccccc1 (stereo unspecified)
  2.8	14	-2.6	-8	11	3	3.3	98	-2	-0.2	-3
> CCOc1ccc(N(Cc2cc3cc(C)ccc3[nH]c2=O)C(=O)COC)cc1
  0.6	-7	-3.3	-9	16	-2	3.2	102	6	-0.5	-2
> CNC(=O)/C(=C/c1ccc2c(c1)OCO2)NC(=O)c1ccc(Br)cc1
  0.1	-8	-3.4	-6	18	-8	2.1	108	0	-0.2	5
> Cc1ccc(N2C(=O)S/C(=C/c3cn(C)c4ccccc34)C2=O)cc1
  2.7	-27	-2.1	-8	13	-3	1.6	91	0	-3.4	-3
> N=c1c[n+](-c2ccc(Cl)cc2)[n-]o1
  2.2	16	-0.8	-2	3	-3	1.2	102	-4	-0.3	-12
> C=CCc1cc(C=O)cc(OC)c1OCc1ccc(C(=O)O)cc1
  2.3	18	-1.0	7	6	3	1.0	108	50	-0.4	3
> COc1cccc(-c2nc(CS(=O)(=O)CC(=O)Nc3ccccc3C)c(C)o2)c1
  0.3	11	-0.8	-1	4	-3	0.7	96	-2	-2.7	1
> CC(=O)c1ccc(NC(=O)Nc2ncn(Cc3cccc(C)c3)n2)cc1
  2.7	x	-1.8	919	9	-2	0.0	100	6	-0.4	-1
> Cc1nnsc1C(=O)N1CCCC(Nc2ccc(F)c(F)c2)C1 (stereo unspecified)
  0.1	-25	0.5	25	-2	-12	1.2	91	3	-2.2	5
> CC(C)CC(=O)OC(C)(C)[C@@H]1Cc2c(ccc3ccc(=O)oc23)O1
  2.6	-8	4.9	-7	-27	4	-0.2	105	-4	-0.4	8
> COc1ccc(NS(=O)(=O)c2cc3c(cc2C)N(C(C)=O)CCO3)c(OC)c1
  4.0	28	-1.6	-9	9	-8	-3.8	95	2	0.5	-4
> CCOC(=O)c1c(C)c(C(=O)OCC)n(C)c1C
  3.7	-4	-0.6	-17	3	1	-1.1	85	-4	-0.2	-10
> CSc1ccc(/C=N/Nc2cccc(C(=O)O)c2)cc1
  x	-17	-3.1	x	14	-2	x	76	-5	x	-9
> CSc1nc2nccc(/C=C\c3ccccc3)n2n1
  3.9	12	-2.4	28	12	8	5.5	98	11	2.8	-3
> CN(C)/C=C/c1onc(-c2c(F)cccc2Cl)c1C#N
  3.7	6	0.6	81	-4	1	-4.2	87	-5	-1.6	-4
> COC(=O)[C@]1(C)N[C@H](CN(C)C(=O)Nc2ccc(Cl)cc2)[C@@H]2C(=O)N(C)C(=O)[C@@H]21
  1.4	-8	-2.4	20	11	-4	4.2	92	-2	-0.4	1
> COc1ccccc1C(=O)NCCC(=O)Nc1ccc(S(=O)(=O)N2CCC(C)CC2)cc1
  0.6	10	2.2	192	-9	5	-0.5	99	32	-0.5	7
> O=C(C1CCCN(Cc2ccccc2[N+](=O)[O-])C1)N1CCCCC1 (stereo unspecified)
  0.1	-10	-1.4	14	7	-10	-1.4	107	8	1.0	-9
> O=C(CCCN1CC=C(n2c(=O)[nH]c3ccccc32)CC1)c1ccc(F)cc1
  4.1	-15	-1.7	6&-16	9	-3	0.2	x	12	-0.7	-7
> CC(C)N1CCOC1c1ccccc1 (stereo unspecified)
  1.4	17	-2.6	x	13	-1	x	89	34	x	1
> CC(NCc1ccc(S(N)(=O)=O)cc1)C(=O)Nc1ccc([N+](=O)[O-])cc1Cl (stereo unspecified)
  1.5	0	-1.9	-5	9	-6	2.0	98	24	1.0	-12
> Cc1ccc(SCc2cc(=O)[nH]c(N3CCCCC3)n2)cc1
  1.6	18	-1.3	-20	7	-4	-0.3	x	31	1.2	-10
> N#CC(CO)(Cc1ccc(OC(F)F)cc1)c1nc2ccccc2[nH]1 (stereo unspecified)
  1.9	14	-2.7	15	14	1	1.4	102	1	3.0	4
> CCN(CC)S(=O)(=O)c1ccc(N2CCOCC2)c(NC(=O)C2COc3ccccc3O2)c1 (stereo unspecified)
  -1.8	0	-4.4	-5	21	5	4.0	106	-18	-2.8	2
> O=C(Nc1ccccc1)c1ccc2c(c1)CCN2S(=O)(=O)c1ccccc1
  -0.3	-2	-2.2	5	11	0	3.6	101	41	3.0	-13
> CCc1ccc(/C=C2/SC(=S)N(CCC(=O)Nc3cccc(C(=O)O)c3)C2=O)cc1
  2.7	-17	-1.6	-10	8	2	-0.6	x	43	0.8	-3
> COc1ccc(/C=N/Nc2cc(N(C)C)nc(N(C)C)n2)cc1
  1.6	-8	1.0	-17	-6	-12	1.2	132	3	0.4	-1
> O=C(NCCSc1ccccc1)c1cncc(Br)c1
  0.1	-25	-3.0	-24	17	0	1.5	107	-8	1.2	-16
> O=C(NCc1ccccc1)c1onc(CS(=O)(=O)c2ccccn2)c1C(=O)NCc1ccccc1
  0.9	1	1.9	-9	-11	21	0.8	113	2	-0.7	3
> Cc1ccc(C(=O)Cn2c(=N)n(CCN3CCOCC3)c3ccccc32)cc1
  3.0	-18	x	0	x	3	-1.9	103	6	-4.1	2
